NPY-Y1 antag – antagonists of human neuropeptide Y receptor Y1. inhibition, % at 3.6 µM. AID 1040. actives 1% (n = 200,000). HEK293-CNG Y1 cells, membrane potential fluorescence; NPY at EC95, then isoproterenol;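 active = inhibition above the campaign mean inhibition of all tested compounds plus 3 SD, cut at about 20% in these data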;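 note: 0% = DMSO wells given NPY plus isoproterenol and 100% = isoproterenol alone without NPY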
Target sequence (P25929 whole entry, looked up): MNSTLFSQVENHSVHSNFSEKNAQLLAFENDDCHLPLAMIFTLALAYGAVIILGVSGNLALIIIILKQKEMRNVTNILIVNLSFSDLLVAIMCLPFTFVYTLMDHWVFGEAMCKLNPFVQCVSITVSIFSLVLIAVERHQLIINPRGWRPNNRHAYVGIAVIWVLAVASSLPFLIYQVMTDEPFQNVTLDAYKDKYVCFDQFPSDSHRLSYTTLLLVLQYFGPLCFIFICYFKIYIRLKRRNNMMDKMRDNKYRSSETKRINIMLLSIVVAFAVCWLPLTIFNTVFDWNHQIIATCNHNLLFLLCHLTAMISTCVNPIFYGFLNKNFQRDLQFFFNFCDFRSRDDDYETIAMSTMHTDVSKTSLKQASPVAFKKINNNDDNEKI
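Material: HEK293 Y1/CNG channel cell line; also added: NPY (25 nM), isoproterenol (1 µM), Ro 20-1724 (25 µM); doses: one concentration, 3.6 µM, in 0.4% DMSO; schedule: compound incubation 1 h at room temperature, readout 45 min post-stimulation; technique: membrane potential fluorescence; measure: fluorescence ratio normalized to % inhibition between controls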
EP2 modulator – modulates human prostaglandin E2 receptor EP2 signaling; P43116; EP2-expressing cells, cAMP HTRF FRET, PGE2 co-stimulation; induction, % at 25 µM; actives 0.83% (n = 260,000); AID 940;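 active = compounds whose cAMP rise, as percent of the full-agonist control response, exceeds 60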;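 note: rat C6 glioma line stably carrying human EP2 under a CMV promoter; the protocol text gives 20 µM as final concentration; 100% = response of wells given 1 µM PGE2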
Target sequence (P43116 whole entry, looked up): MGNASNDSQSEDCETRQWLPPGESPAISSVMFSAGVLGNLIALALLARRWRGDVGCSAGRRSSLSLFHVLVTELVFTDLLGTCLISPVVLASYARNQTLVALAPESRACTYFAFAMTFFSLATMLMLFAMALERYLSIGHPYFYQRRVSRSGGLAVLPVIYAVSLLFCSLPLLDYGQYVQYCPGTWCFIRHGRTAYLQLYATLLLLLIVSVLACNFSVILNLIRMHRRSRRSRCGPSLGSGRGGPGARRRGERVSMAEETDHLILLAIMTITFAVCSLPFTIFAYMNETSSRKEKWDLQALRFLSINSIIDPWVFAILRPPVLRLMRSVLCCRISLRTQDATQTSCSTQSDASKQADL
TRPML3 ag – agonists of human TRPML3 channel. Q8TDD5. HEK293 TRPML3-YFP, Fluo-8 calcium fluorescence; 100% = the carbachol control signal. activation, % at 3 µM. actives 0.29% (n = 220,000). AID 1448;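 active = activation above its plate's cutoff, the mean activation of the plate's test wells plus 3 SD, cut at about 12% in these data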;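 note: 0% = DMSO only wells and 100% = carbachol wells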
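system = HEK293 cells stably carrying human TRPML3-YFP | doses = one concentration, 3 µM nominal, 0.3% DMSO | timing = dye loading 1 h 37 °C then 30 min ambient, 125 s read | detection = Fluo-8 calcium dye fluorescence, ex 470-495, em 515-575 nm | benchmarks = high control carbachol 87 µM, low control DMSO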
NPY-Y1 PAM-ag – potentiates or activates human NPY-Y1 receptor. AID 1304. NPY-Y1 expressing cells, potentiator/agonist activation. P25929. actives 0.37% (n = 220,000). activation, % at 3.6 µM; in the data active = activation above about 33%, passing the limit was not always enough;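 note: cells stimulated with NPY at EC10 then isoproterenol at EC100; 0% = low agonist plus stimulus and 100% = saturating agonist plus stimulus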
PGE2 EP2 inh – blocks the human prostaglandin E2 receptor EP2; C6 glioma cells expressing human EP2, cAMP TR-FRET; cells stimulated with saturating PGE2; inhibition, % at 25 µM; actives 0.52% (n = 260,000);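 active = percent inhibition above 40 after rounding to a whole number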;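 note: rat C6 glioma host cells with rolipram phosphodiesterase inhibitor present; the protocol text gives 20 µM as final concentration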
CHOP inh – blocks CHOP induction under ER stress; CHO-K1 CHOP-promoter luciferase, tunicamycin-induced, 15-18 h; inhibition, % at 10 µM; actives 3.8% (n = 220,000); AID 2732;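 active = compounds that reduced the stress-induced luciferase reporter signal by more than about 70% of percent inhibition, limit read from the data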;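 note: 0% = tunicamycin plus vehicle and 100% = wells without tunicamycin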
14-3-3 Bad PPI – disrupts binding of bovine 14-3-3 zeta to phospho-Bad peptide | P63103 | TR-FRET 14-3-3zeta/Dy647-pBad peptide displacement, 1 h | inhibition, % at 21.7 µM | actives 0.71% (n = 220,000);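 active = inhibition above about 70%, limit read from the data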;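 note: 0% = full 14-3-3 plus peptide FRET controls and 100% = background without 14-3-3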
Target sequence (P63103 whole entry, looked up): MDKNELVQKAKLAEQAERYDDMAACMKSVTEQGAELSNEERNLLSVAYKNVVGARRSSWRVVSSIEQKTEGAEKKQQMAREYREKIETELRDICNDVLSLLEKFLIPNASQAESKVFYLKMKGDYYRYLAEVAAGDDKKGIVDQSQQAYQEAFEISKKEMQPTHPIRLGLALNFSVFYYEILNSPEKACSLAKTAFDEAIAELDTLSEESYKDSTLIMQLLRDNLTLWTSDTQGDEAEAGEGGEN
TRPN1 ag – agonists of zebrafish TRPN1 channel. HEK293 zebrafish TRPN1-YFP, Fluo-8 calcium fluorescence; 100% = response to 87 µM carbachol. activation, % at 3 µM. actives 0.18% (n = 220,000). AID 1424;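 active = activation above its plate's cutoff, the mean activation of test wells on that plate plus 3 SD, cut at about 19% in these data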;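 note: 0% = DMSO alone and 100% = 87 µM carbachol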
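Material – zebrafish TRPN1-YFP in HEK293 cells · Doses – 3 µM single point · Schedule – dye 1 h 37 °C plus 30 min RT · Signal – Fluo-8 calcium fluorescence, excitation 470-495 nm, emission 515-575 nm · Read-out – % activation versus carbachol response · Control set – carbachol high, DMSO low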
PPC-1+TRAIL kill – PPC-1 cancer cell killing with TRAIL present; PPC-1 cells + TRAIL, ATPLite viability luminescence; cell killing (% activity), % at 4 µM; AID 1443; actives 0.41% (n = 220,000);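 active = cell killing above 50% in the first pass at 4 µM, then a duplicate retest at 5 µM averaging 50% or more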;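 note: plate controls were cells with TRAIL plus DMSO for no effect and medium-only wells lacking cells for full effect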
The depositor's hits bear a star; . = no result given; & = joins results of further samples; [ ] = dose if it differs, or a comment. An excerpt, so the mix of outcomes need not match the whole.

SMILES	NPY-Y1 antag	EP2 modulator	TRPML3 ag	NPY-Y1 PAM-ag	PGE2 EP2 inh	CHOP inh	14-3-3 Bad PPI	TRPN1 ag	PPC-1+TRAIL kill
CC(C)C12CN3CCN(CC(C3)/C1=N\NC(=O)Nc1ccccc1)C2	2	-44	0.5	-18	6	-18	-23	1.2	18
CCSc1ncnc2sc(C)c(C)c12	4	39	0.3	-15	6	35	9	0.8	18
O=C(c1ccc(C(=O)N2CCCCCC2)cc1)N1CCCCCC1	-3	5	0.7	-15	4	19	-8	1.3	1
C=CCN1C(=O)/C(=C/c2ccccc2)S/C1=N/c1nccs1	6	26	0.8	5	11	24	-4[fluorescence artefact?]	0.9	6
O=C(O)C1C2C=CC3(CN(c4cccc(C(F)(F)F)c4)C(=O)C13)O2 (centres undefined)	7	13	0.5	2	7	23	-1	-0.5	26
O=c1oc2ccc(Cl)cc2cc1-c1ccccc1	-1	8	0.3	-4	10	-8	8[fluorescence artefact?]	2.2	1
N#Cc1nc(N2CCOCC2)nc(N2CCOCC2)n1	0	3	0.5	-2	11	14	-4	0.0	12
CCC1Oc2ccc(C)cc2N(CC(=O)NCC2COc3ccccc3O2)C1=O (centres undefined)	4	-15	-0.3	-8	13	45	7	0.0	11
COc1ccc2oc(=O)cc(C)c2c1	5	-1	-0.1	8	.	2	-6	-0.1	-2
CC(C)NC(=O)c1ccc(OC2CSC2)cc1	3	2&-22	0.4	-12	5&15	13	9	0.6	2
O=C(Nc1nnc(-c2ccccc2)o1)C1CCCCC1	6	4	1.0	1	10	35	13	1.2	13
Cc1nc2ccc(C(=O)O)cc2[nH]1	3	-14	0.6	20	4	15	-3	-0.6	1
COc1ccc(CN(C)CCc2ccccn2)c(OC)c1OC	1	-1	0.8	-20	4	5	.	0.6	5
CCN1C(=O)CC(N2CCN(c3ccc(C(=O)c4ccncc4)cc3)CC2)C1=O (centres undefined)	2	21	1.2	0	7	45	-3	0.8	-6
NNC(=O)CCc1c[nH]c2ccccc12	3	14	0.6	-7	18	-5	-15	0.3	8
Cc1cc(Br)cc(C)c1NC(=S)NC(=O)CC(C)C	0	15	0.8	-21	9	92*	-5[fluorescence artefact?]	0.1	-27
Cc1ccc(S(=O)(=O)N(C)CC(=O)N2CCN(c3ccccn3)CC2)cc1	6	-16	0.8	12	7	-1	6	-0.6	1
COc1cccc(/C=C(/C(=O)OCC(=O)NC2CCCCCCC2)c2ccccc2)c1	6	-6	2.0	-37	2	38	8	2.1	1
CC(Oc1ccc(Cl)cc1Cl)C(=O)NN=C1CCN(C)CC1 (centres undefined)	-5	-7	1.2	2	6	3	7	0.3	-10
CCCCCCC(=O)Nc1ccc(C(=O)N2CCCC2)cc1	2	-8	-0.4	-5	6	16	5	0.7	26
Cc1ccccc1NC(=O)CCC(=O)N/N=C/c1c[nH]c2ccccc12	7	-52	0.4	-3	10	4	-5	0.5	.
Cc1ccc(C(=O)N/C(=C/c2ccco2)C(=O)NC2CCS(=O)(=O)C2)cc1 (centres undefined)	3	-3	0.5	9	7	2	-6	2.1	4
C=CCOc1ccc(-c2nc3c(c(=O)[nH]c(=O)n3CCCC)n2C)cc1OC	3	38	0.3	0	5	17	-2	-0.5	-10
CCC1CCCCN1C(=O)CSc1nnc(-c2ccc(OC)cc2)o1 (centres undefined)	1	30&-3	-0.3	-14	9&2	25	-2[fluorescence artefact?]	0.2	1
CCOC(=O)C1=C(CSc2nc3ccccc3s2)NC(=O)NC1c1ccc(OC)cc1 (centres undefined)	0	7	-0.9	2	13	84*	5	-1.0	14
Nc1ccc(NC(=O)Nc2ccc(N)cc2)cc1	.	5	1.2	7	2	-2	-8	0.5	4
Fc1ccccc1NC(=S)N1CCN(c2ccccn2)CC1	-3	-53	0.9	-6	5	7	2[fluorescence artefact?]	3.1	11
Cc1ccc(C)c(S(=O)(=O)N2CCN(CC(=O)Nc3ccc4c(c3)CCC4)CC2)c1	-2	-22	-0.7	2	9	38	-9	-1.5	-7
O=C(OC1CCN(c2ncc(C(F)(F)F)cc2Cl)CC1)c1cccc(C(F)(F)F)c1	-1	-20	0.4	-3	5	11	-7	1.6	16
O=C(C1CC1)N(CCN(Cc1ccccc1)C(=O)C1CC1)Cc1ccccc1	55*	17	-0.6	-26	.	-30	-9	-0.9	4
Fc1ccc(F)c(CN2CCN(c3ncccn3)CC2)c1	3	-4	0.2	-14	4	63	59	-0.9	7
COCCNS(=O)(=O)c1ccc2c(c1)oc(=O)c1cc(S(=O)(=O)NCCOC)ccc12	7	11	0.6	7	.	31	11[fluorescence artefact?]	3.8	8
Cc1ccccc1Nc1nc(CSc2nnnn2-c2ccccc2)cs1	4	12	0.6	3	10	61	-11	-0.2	-1
CC(=O)c1ccc(Oc2ncnc3sccc23)c(CN2CCOCC2)c1	1	-6	0.8	11	11	-34	8[fluorescence artefact?]	1.0	-8
CCn1c(C)c(C2=CCN(S(=O)(=O)c3ccc(C)cc3)CC2)c2ccccc21	1	-9	0.9	8	5	18	-10	2.2	8
CCO[C@@H]1OC(C(=O)N2CCOCC2)=C[C@H](C2CCCCC2)[C@H]1CCCO	6	-21	0.5	-14	3	-8	0	-0.2	20
N=C(c1cccc([N+](=O)[O-])c1)N1CCCCC1	-2	-3	1.1	6	4	-13	-1	1.3	.
COC(=O)C1C(O)=C(C=Nc2cccc3ccccc23)C(=O)CC1(C)C (centres undefined)	.	33	-1.1	8	5	52	-5	0.5	11
Cc1nn(-c2ccccc2)c(=S)n1-c1ccccc1	1	0	0.4	10	14	-41	4	-0.5	20
Cc1nn(Cc2ccccc2)c(C)c1NC(=O)c1cccs1	-1	-20	0.9	-17	7	0	8	-0.1	9

Continued, starting with the last 3 of the part before.
SMILES	NPY-Y1 antag	EP2 modulator	TRPML3 ag	NPY-Y1 PAM-ag	PGE2 EP2 inh	CHOP inh	14-3-3 Bad PPI	TRPN1 ag	PPC-1+TRAIL kill
COC(=O)C1C(O)=C(C=Nc2cccc3ccccc23)C(=O)CC1(C)C (centres undefined)	.	33	-1.1	8	5	52	-5	0.5	11
Cc1nn(-c2ccccc2)c(=S)n1-c1ccccc1	1	0	0.4	10	14	-41	4	-0.5	20
Cc1nn(Cc2ccccc2)c(C)c1NC(=O)c1cccs1	-1	-20	0.9	-17	7	0	8	-0.1	9
Cc1cc(NCc2ccccc2)nc(N2CCOCC2)n1	6	-7	-0.6	-12	7	-9	-16	-0.1	11
COc1cccc(CNc2cc(CSc3ccc(Cl)cc3)nc(C)n2)c1	21*	-46	-0.1	-58	10	58	4	-1.0	-9
CCC(=O)Nc1ccc(C(=O)CSc2nnc(-c3ccc(NS(C)(=O)=O)cc3)n2C)cc1OC	-4	8	0.2	-33	6	-20	-6	2.3	-4
O=C(CCl)N=c1sccn1Cc1ccc(Cl)cc1Cl	3	21	-0.2	-5	9	-212	2	-1.6	98*[5 µM]
COc1ccc2[nH]cc(S(=O)(=O)c3ccc(C(C)C)cc3)c(=O)c2c1	-3	-2	1.1	7	7	1	-9	0.3	16
CS(=O)(=O)Nc1ccc(C(=O)NCCSCc2c(F)cccc2Cl)cc1	-1	6	-0.7	6	0	20	-17	-1.5	16
COCCNC(=O)CSCc1c(F)cccc1Cl	2	-4	-0.5	7	-1	12	-2	-0.6	25
FC(F)(F)C12CC(c3ccccc3)=NCCN1CCN2 (centres undefined)	-2	18	0.5	5	3	17	-19	0.5	4
Cc1ccc(Cc2cnc(NC(=O)c3ccco3)s2)cc1	3	8	0.0	-30	5	31	-4	-1.3	28
Cc1cnc(C)c(N2CCC(C(=O)NC(C)c3cccs3)CC2)n1 (centres undefined)	4	3&-30	0.4	-24	23&4	7	-6	1.7	8
COc1ccc(/C=C2\C(=O)NC(=S)N2C(=O)c2ccc(C)cc2)cc1	4	-8	0.7	-36	5	-6	79*[fluorescence artefact?]	0.2	20
CCCCn1c(N)c(N(CCOC)C(=O)CSc2nc3ccc(C)cc3[nH]2)c(=O)[nH]c1=O	-3	9	0.1	-12	8	24	8	-0.2	7
O=C(ON=C1CCN(S(=O)(=O)c2ccccc2)CC1)c1ccccc1	-1	12	0.1	3	7	32	-11[fluorescence artefact?]	0.7	10
CC(CC(=O)O)CC1=NS(=O)(=O)c2ccccc2N1 (centres undefined)	2	17	0.9	14	4	-9	-4	-0.1	-16
COc1ccc(C(=O)NCCc2nnc(SCC(=O)Nc3ccccc3)n2C)cc1	7	-2	-0.1	-7	3	23	-9	0.8	15
COc1ccccc1NC(=O)CCCC(=O)OCC(F)(F)C(F)F	-1	0	-0.8	-3	18	37	0	0.0	16
O=C(N/N=C/C=C/c1ccccc1)NC1CCCCC1	11	-48	-0.2	-9	3	101*	-9	-0.2	17
COc1cc2c(cc1NC(=O)COc1ccccc1OC)oc1ccccc12	2	-2	-0.2	-1	6	46	-9	0.1	2
CCOC(=O)CSc1nc(-c2ccccc2)nc2c1oc1ccccc12	10	25	-0.9	-1	10	-5	2	0.1	6
COc1cccc(/C=N/NC(=O)C(=O)N/N=C/c2cccc(OC)c2OC)c1OC	-2	15	1.0	-2	6	-14	4[fluorescence artefact?]	3.5	8
Fc1ccc2nc(Nc3ccccc3)sc2c1	2	-38	0.7	7	7	45	2	-2.1	26
COc1ccccc1C(=O)Nc1ccc(N2CCCCC2)cc1	12	-14	-0.1	1	8	2	13	-0.9	36
COc1ccccc1OS(=O)(=O)c1ccc(NC(C)=O)cc1	1	-36	1.0	-12	8	10	-3	2.9	19
CCC(C)NCCCCOc1ccc(Cl)cc1C (centres undefined)	5	-10	0.6	-19	7	-4	17	-0.3	19
NC(=S)N/N=C/c1cn(-c2ccccc2)nc1-c1cccnc1	.	15	-0.8	14	4	-11	-5	-1.6	21
Cc1cc(/C([O-])=C(/C(=S)Nc2ccc(F)cc2)[n+]2ccccc2)c(C)n1Cc1ccccc1Cl	-2	-42	0.1	-2	19	7	-11	0.0	3
CC(NS(=O)(=O)c1ccccc1)C(=O)NCCc1ccccn1 (centres undefined)	2	6	0.0	18	8	17	-19	0.0	-8
CC(=O)N1CCc2cc(S(=O)(=O)CCC(=O)Nc3cccc(F)c3)ccc21	-2	-86	-0.7	-10	21	-4	5[fluorescence artefact?]	-1.4	-11
CN(C(=O)CCc1nc(-c2ccccc2F)no1)c1ccccc1	7	-2	1.0	-12	7	1	-1	0.3	-17

High-throughput results as filed in PubChem BioAssay.
